Bioassay records: PubChem, several laboratories
HTR5A inv ag: inverse agonist of human HTR5A in OPRM1-OPRD1 counter-screen. P47898. actives 0.083% (n = 340,000). AID 504634. HTR5A cell line, luminescence, inverse agonism. inhibition, % at 9.3 µM; in the data active means inhibition mostly above about 23%, no sharp cut-off; inactive means mostly below about 18%;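 further: 0% = cells with DMSO and 100% = no-cell wells with DMSO; some compounds called inactive have numbers as strong as hits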
Target sequence (P47898 whole entry, looked up): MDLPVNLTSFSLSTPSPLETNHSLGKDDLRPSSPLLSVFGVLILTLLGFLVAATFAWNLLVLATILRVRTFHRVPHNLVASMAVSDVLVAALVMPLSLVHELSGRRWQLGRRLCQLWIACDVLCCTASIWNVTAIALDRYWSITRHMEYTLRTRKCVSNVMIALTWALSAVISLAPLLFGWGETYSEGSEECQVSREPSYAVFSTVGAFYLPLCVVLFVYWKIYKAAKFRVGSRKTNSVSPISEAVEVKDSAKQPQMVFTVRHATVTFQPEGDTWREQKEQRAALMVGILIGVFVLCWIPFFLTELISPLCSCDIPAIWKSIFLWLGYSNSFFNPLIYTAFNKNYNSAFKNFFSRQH
PfHsp90 set2: inhibits growth of yeast expressing Plasmodium falciparum Hsp90. S. cerevisiae expressing PfHsp90, BacTiter-Glo ATP, 48 h; yeast lacking PDR1 and PDR3 efflux regulators. inhibition, % at 9.4 µM. actives 0.32% (n = 310,000);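 active means every replicate shows inhibition above about 80%, whatever the replicate mean, limit read from the data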;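 further: 0% = DMSO neutral controls and 100% = 20 µM radicicol positive controls; yeast relying on Plasmodium falciparum Hsp90 in place of its own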
PKA-R1A act: activates the PKA-R1A holoenzyme complex; PKA-R1A dissociation, Cy5-IP20 fluorescence polarization; scaled: DMSO 0%, 113 µM cGMP 100%; activation, % at 11.4 µM; actives 0.083% (n = 340,000); AID 504707;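 active means percent activation above the mean of all tested compounds plus 3 SD, cut at about 19% in these data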;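 further: higher means more PKAc released from R1A so a rise in polarization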
OPRM1-OPRD1 inv: mu-delta opioid heterodimer inverse agonism. AID 504357. cell-based MOR-DOR heterodimer luminescence. actives 0.21% (n = 340,000). inhibition, % at 9.3 µM. P35372+P41143; in the data active means inhibition above about 22%, passing the limit was not always enough;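 further: 0% = cells with DMSO and 100% = wells without cells with DMSO; values of inactives mirror those of a sister screen read the other way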
Mot1-301 SUMO: blocks SUMOylation pathway, rescuing yeast Mot1-301 growth. growth rescue, % at 18.8 µM. AID 2716. S. cerevisiae Mot1-301 growth rescue, ATP luminescence, 38.5C; percent above DMSO median, 100 means doubled. actives 1% (n = 320,000);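 active means every valid replicate shows activation above 250% relative to neutral control wells; inactive means the rest, any valid replicate at or below 250%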;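 further: OY570 slx delta 5 strain wells were the positive control but not used for scaling; some compounds called inactive have numbers as strong as hits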
Tat export inh: inhibitors of E. coli Tat protein transport | E. coli MC4100 TorA-mCherry Tat export, fluorescence | actives 0.036% (n = 340,000) | AID 488895 | inhibition, % at 10 µM;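 active means mean replicate inhibition at least 50% and at least half of replicates individually reaching 50%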;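 further: exported cargo escapes ClpAP degradation while cytoplasmic cargo is degraded and loses fluorescence; 0% = median of neutral control wells and 100% = median of NaSCN control wells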
phage Ecoli inh: E. coli growth loss with phage present | growth absorbance | inhibition, % at 11.9 µM | actives 0.26% (n = 360,000) | AID 651602; in the data active means inhibition above about 11%
Ecoli viability: reduces bacterial viability in AddAB counter-screen; inhibition, % at 11.9 µM; actives 0.27% (n = 330,000); E. coli V3065 growth, OD600 absorbance, 18 h;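 active means inhibition above the campaign's mean inhibition across all tested compounds plus 3 SD, cut at about 9.9% in these data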;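 further: uninfected addAB+ strain grown without phage in ampicillin broth; 0% = DMSO wells and 100% = ciprofloxacin 0.95 µg/ml wells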
MOR-DOR ag: OPRM1-OPRD1 heterodimerization agonism; AID 504326; cells, luminescence; actives 0.3% (n = 340,000); activation, % at 9.3 µM; in the data active means activation above about 18%;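 further: 0% = vehicle-treated cells and 100% = reference agonist; values of inactives mirror those of a sister screen read the other way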
PKA-R2B activ: activators of human PKA-R2B complex; AID 504700; activation, % at 11.4 µM; P22694+P31323; PKA-R2B holoenzyme dissociation, Cy5-IP20 fluorescence polarization; R2B truncated from residue 108, S112A mutant; 0% DMSO only, 100% 113 µM cGMP; actives 0.079% (n = 340,000);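 active means activation above a cutoff set at the mean over all compounds plus 3 SD, cut at about 18% in these data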;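 further: higher means more holoenzyme dissociation and a rise in polarization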
Target sequence (P31323 whole entry, looked up, other chains not shown, the tested form may be a part): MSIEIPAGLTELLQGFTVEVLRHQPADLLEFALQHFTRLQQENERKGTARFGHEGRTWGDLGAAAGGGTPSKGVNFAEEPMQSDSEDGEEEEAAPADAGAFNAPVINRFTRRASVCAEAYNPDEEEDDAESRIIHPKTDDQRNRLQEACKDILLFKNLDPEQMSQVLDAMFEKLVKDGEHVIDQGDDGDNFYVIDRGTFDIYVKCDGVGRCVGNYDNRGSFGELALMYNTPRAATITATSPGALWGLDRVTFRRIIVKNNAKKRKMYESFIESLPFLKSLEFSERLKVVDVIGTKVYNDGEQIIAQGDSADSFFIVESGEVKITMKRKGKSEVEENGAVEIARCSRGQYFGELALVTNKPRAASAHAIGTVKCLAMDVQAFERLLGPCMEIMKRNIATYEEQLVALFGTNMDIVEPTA
AddAB inh: less growth of phage-infected E. coli with AddAB | inhibition, % at 11.9 µM | AID 435030 | E. coli expressing H. pylori AddAB, absorbance growth | actives 0.29% (n = 330,000); in the data active means inhibition above about 12%;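 further: 0% = vehicle wells of infected cells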
Numbers without * were called inactive; . = no result given.

Sequence of screens: HTR5A inv ag	PfHsp90 set2	PKA-R1A act	OPRM1-OPRD1 inv	Mot1-301 SUMO	Tat export inh	phage Ecoli inh	Ecoli viability	MOR-DOR ag	PKA-R2B activ	AddAB inh
> CC1CN(c2oc(-c3cccs3)nc2C#N)CC(C)O1 (stereo not drawn)
  2.0	5.0	-2.8	0.8	2.9	-1.0	1.5	1.4	-0.2	-4.2	-1.2
> Cc1ccc(NC(=O)CN2C(=O)NC(C)(CC(C)C)C2=O)cc1F (stereo not drawn)
  10.2	10.6	-10.1	19.3	-11.5	-5.4	1.6	2.6	-3.7	-11.3	2.5
> COc1ccc(C)cc1N(C(=O)c1ccccc1)c1nc2ccccc2s1
  36.5	-10.6	-3.0	2.0	13.6	-4.1	3.0	-1.2	-0.4	2.7	-0.6
> CC(=O)c1c(C)[nH]c(C(=O)CSc2nnc(-c3cccs3)n2Cc2ccccc2)c1C
  9.2	-12.1	4.2	-6.5	-14.4	5.2	1.3	0.3	1.2	-1.9	0.9
> COc1ccc(-n2cc(-c3ccc(Cl)cc3)[nH]c2=S)cc1
  -18.9	-40.0	-0.1	-30.6	-10.0	-4.6	3.2	-2.0	5.8	-6.9	-0.5
> O=C(/C=C/c1cccc(Cl)c1)N1CCC(Cc2ccccc2)CC1
  -24.7	-1.4	-0.6	-12.9	-7.9	6.7	4.1	-3.1	2.3	-4.7	3.9
> Cc1onc(-c2c(F)cccc2Cl)c1C(=O)N1CCCc2ccccc21
  -3.4	40.3	-6.1	10.0	-3.7	-10.6	2.9	0.4	-1.8	5.0	0.5
> N#Cc1ccc(C(=O)Nc2nnc(-c3ccco3)o2)cc1
  11.8	.	8.0	14.8	1.8	-6.9	-6.3	-7.0	-3.1	-20.1	-4.8
> Cc1ccccc1N1CCN(c2ncnc3scc(-c4cccs4)c23)CC1
  -23.6	.	-0.6	-6.3	-8.3	-5.6	1.1	-0.6	1.3	-7.9	0.8
> COc1ccc(S(=O)(=O)N(CC(=O)NCc2ccco2)c2ccccc2)cc1OC
  17.0	10.1	0.8	11.7	-11.7	1.1	2.2	-0.5	-2.1	-13.4	-0.1
> O=C1NN(c2ccc(Br)cc2)C(=O)/C1=C\c1ccc(O)cc1O
  1.6	23.6	10.6	16.5	-6.5	6.4	1.2	1.2	-3.4	-7.2	3.0
> CCOC(=O)C1(C)C=C(Nc2ccc(O)cc2)C(=O)N1c1ccc(O)cc1 (stereo not drawn)
  -1.1	-3.9	4.8	-44.0	-7.1	23.4	0.0	-5.2	7.7	-0.8	-1.1
> COc1ccc(-c2cc(C(=O)Nc3c(C)nn(Cc4ccc(Cl)cc4)c3C)no2)cc1
  -16.4	-5.4	0.0	-32.1	6.0	-0.5	1.7	-2.6	6.2	10.4	0.0
> Cc1cc(C)c(C(=O)CSc2nnc(N)s2)c(C)c1
  4.8	-4.9	3.9	-10.9	10.2	-5.8	1.9	0.1	2.2	4.4	0.4
> COc1ccccc1C(=O)N/N=C/c1ccc(Cl)s1
  0.8	7.6	-0.2	11.7	0.4	3.8	2.9	-0.9	-2.1	4.4	0.3
> CCCNC(=O)/C=C/c1ccc(S(=O)(=O)Nc2ccccc2OC)cc1
  0.1	-7.6	-5.1	-1.3	-5.4	-5.7	4.3	2.5	0.3	3.3	1.9
> Cc1ccc(NC(=O)C(=O)NCc2ccco2)c(C)c1
  -14.9	.	-4.9	1.0	35.3	3.1	2.9	1.0	-0.2	-5.2	0.4
> O=C(O)c1ccc(COc2ccc(Cl)cc2)o1
  9.6	0.4	-8.7	9.5	4.1	3.0	1.2	-0.9	-1.6	6.5	-1.6
> Nc1cc(OCc2ccccc2)ccc1OCc1ccccc1
  -2.0	-8.5	-7.0	-17.6	.	13.1	2.7	.	3.6	-6.3	.
> CN1CCC2(CC1)NC(=O)NC2=O
  5.7	14.7	4.1	4.6	3.9	-9.2	1.5	0.7	-0.8	-0.6	1.7
> CCOC(=O)c1nn(-c2ccccc2)c(C#N)c1NC(=O)c1nn(CC)cc1Br
  16.4	-2.9	-15.0	11.0	-1.5	5.3	1.3	0.8	-1.9	-6.3	1.9
> CCOC(=O)C1=CN(Cc2ccco2)S(=O)(=O)N(C)C1c1ccc(C(F)(F)F)cc1 (stereo not drawn)
  3.2	-29.4	2.7	5.8	.	-0.1	3.2	-1.6	-1.1	-4.1	-0.2
> COc1ccc(NC(=O)c2cnc(NS(=O)(=O)c3ccccc3)nc2)cc1
  -18.3	11.4	-4.4	-6.7	1.5	-5.4	1.8	3.2	0.8	-7.3	3.7
> Cc1cccc(C)c1NC(=O)C(NC=O)c1ccc(Cl)cc1 (stereo not drawn)
  -14.0	24.9	-9.6	33.0*	-19.6	11.9	0.6	-0.5	-6.6	-0.6	0.4
> COC(=O)c1ccc(/C=N/NC(=O)CC(=O)NC2CCCCC2)cc1
  6.7	-5.1	-2.1	24.6	-5.8	2.7	3.9	-1.6	-5.2	-6.5	-0.2
> O=C(N/N=C/c1ccc(Cl)c([N+](=O)[O-])c1)C1CC1
  20.6	23.0	-3.9	11.9	-5.1	-4.5	4.8	-1.6	-2.6	9.9	1.9
> Cc1ccc(-c2nc(SCC(=O)Nc3cc(S(=O)(=O)N4CCCCC4)ccc3Cl)n[nH]2)cc1
  2.0	-19.1	7.2	-19.8	0.1	15.1	-0.4	1.0	3.7	-1.3	1.7
> C=CCC(O)(CCN1CCCCC1)c1ccccc1 (stereo not drawn)
  6.3	.	-3.5	3.5	11.4	-0.8	0.7	1.6	-0.7	-2.2	2.8
> COc1cccc(C(=O)NNS(=O)(=O)c2ccc(C)cc2)c1
  7.9	31.4	-0.2	5.2	17.0	-60.6	1.0	-1.4	-1.0	-14.4	1.6
> CCOC(=O)C1=NN(N=O)C2(CC(=O)N(c3cc(C)cc(C)c3)C2=O)C1 (stereo not drawn)
  0.4	.	-12.8	0.4	-0.7	1.2	3.4	1.0	-0.1	-2.9	0.2
> CCn1ncc(Br)c1C(=O)Nc1cc(C)on1
  -14.3	8.8	11.0	11.5	.	-4.2	1.2	.	-2.1	5.4	.
> CCN[C@H]1CN(CCCOC)S(=O)(=O)c2sc(S(N)(=O)=O)cc21
  -5.6	-10.8	-3.5	-12.7	7.8	-7.5	0.7	-0.1	2.3	0.4	-4.0
> Cc1ccc(S(=O)(=O)N2CCN(CC(=O)NC(=O)NCc3ccco3)CC2)cc1C
  -5.1	-6.3	-10.1	13.8	87.3	5.6	0.3	-0.5	-2.7	-5.4	2.9
> Cc1ccc(N(CC(=O)NC2CCCCC2)C(=O)CNC(=O)c2cccs2)cc1
  18.0	-2.2	5.2	2.9	-1.4	8.1	0.3	-1.1	-0.4	2.6	1.2
> COC(=O)c1ccc(NC(=O)CCN2C(=O)C3CC=CCC3C2=O)cc1 (stereo not drawn)
  12.6	9.1	-10.1	7.4	4.9	-5.0	0.3	-0.3	-1.4	-0.3	0.9
> Nc1ccccc1SCCS(=O)(=O)c1ccc(Cl)cc1
  -21.6	9.6	-4.5	0.1	14.9	-1.1	0.9	-4.6	0.0	-4.0	-1.8
> CCOC(=O)C1=C(C)NC(C)=C(C(=O)OCC)C1C(=O)OCC(=O)N(C)Cc1ccccc1
  -17.8	11.0	7.4	-1.0	-9.3	2.5	-0.2	0.4	0.2	0.7	-1.2
> c1csc(-c2nnsc2-c2nc3ccccc3[nH]2)c1
  -11.0	-8.3	-1.6	-2.5	-18.2	-7.3	1.9	-2.1	0.4	-11.2	1.0
> Cc1oc2cc3oc(=O)c(CC(=O)N[C@@H](C)C(=O)NC(Cc4ccc(Cl)cc4)C(=O)O)c(C)c3cc2c1C (stereo partly drawn)
  -3.3	18.5	-2.6	8.5	-6.7	-1.9	1.7	-0.8	-1.6	-0.3	4.4
> CC(=O)c1c(NCCc2ccccc2)nc(=S)n(-c2ccccc2)c1C
  -2.1	-15.7	-10.2	10.5	-11.6	-6.1	2.8	2.5	-2.0	-6.8	0.9
> Cc1cc(C)c2sc(N(CCN(C)C)C(=O)CCS(=O)(=O)c3ccccc3)nc2c1
  22.9	-9.7	-3.9	-1.2	211.8	-5.7	0.6	-3.2	0.2	-3.5	0.1
> O=C(CSc1nnc(CNC(=O)c2ccco2)o1)Nc1ccccc1
  1.4	-3.6	-3.9	0.3	251.5	-5.6	5.5	-0.5	-0.1	2.0	5.0
> CC(C)C[C@H]1COCCS(=O)(=O)N1Cc1ccc(Cl)c(Cl)c1
  5.1	.	-4.9	-27.2	-8.1	21.7	1.9	0.5	5.0	-12.8	0.1
> CNc1nc(C)nc(-n2nc(C)cc2C)n1
  30.2	3.9	6.5	10.8	-22.8	2.8	-0.5	1.9	-2.0	-1.7	1.0
> CC(C)Oc1ccc(CNC(=O)c2ccc3c(c2)N(C)CCS3)cc1
  -19.6	-48.6	4.0	8.8	9.0	-2.5	-1.8	-3.2	-1.5	-4.5	-3.4
> C=CCNc1sc(C(=O)c2cccs2)c(N)c1C#N
  -0.5	4.4	7.5	15.0	-2.2	-4.3	4.3	1.2	-2.7	-9.1	1.8
> O=C(c1ccc2oc(Cc3ccc(Cl)cc3)nc2c1)N1CC[C@H](O)C1
  -9.9	-35.3	-3.1	23.1	37.5	7.6	4.0	-0.3	-4.5	-1.3	3.7
